PP5 primary – PP5 (human) phosphatase inhibition; P53041; inhibition, % at 6.7 µM; 0.18% of 320,000 active; purified PP5c, OMFP substrate fluorescence; AID 1987;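 active = inhibition above the campaign's mean inhibition across all tested compounds plus 3 SD, cut at about 9.5% in these data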;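 also: 0% = DMSO only and 100% = 100 µM cantharidin control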
Efflux pump inh – inhibitors of Candida antifungal efflux pumps expressed in yeast; S. cerevisiae Candida pump triplex, Nile Red efflux; inhibition, % at 10 µM; 0.44% of 330,000 active;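 active = plate passing quality check with inhibition over a set limit, or well fluorescence over plate mean plus 4 SD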;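 also: Nile Red retained in pooled yeast measured as flow cytometry median fluorescence; 0% = buffer negative control and 100% = Enniatin B positive control; higher means more Nile Red kept so more efflux inhibition; some compounds called inactive have numbers as strong as hits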
ZTA DNA inh – blocks Epstein-Barr virus ZTA, an EBNA-1 counter-screen | P03206 | ZTA-DNA binding, fluorescence polarization | inhibition, % at 11 µM | 0.15% of 320,000 active | AID 2234; in the data active = inhibition above about 33%
Target sequence (P03206 whole entry, looked up): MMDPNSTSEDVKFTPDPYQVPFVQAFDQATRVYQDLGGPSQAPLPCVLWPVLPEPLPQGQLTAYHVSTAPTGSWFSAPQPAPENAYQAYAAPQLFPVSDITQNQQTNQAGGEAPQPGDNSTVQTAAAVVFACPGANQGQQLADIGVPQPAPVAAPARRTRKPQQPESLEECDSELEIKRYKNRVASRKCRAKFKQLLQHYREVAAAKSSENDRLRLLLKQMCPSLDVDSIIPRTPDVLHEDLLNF
PP1 inh – counter-screen for PP5 inhibitors: inhibitors of human PP1-alpha; purified PP1alpha, OMFP fluorescence; inhibition, % at 6.7 µM; 0.9% of 320,000 active;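 active = inhibition above the mean inhibition of all tested compounds plus 3 SD, computed separately for each screening campaign, cut at about 15% in these data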
TPT1 inhibitor – inhibitors of Candida albicans tRNA 2'-phosphotransferase TPT1. recombinant caTPT1, FP RNA substrate dephosphorylation. 0.81% of 300,000 active. inhibition, % at 5 µM;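 active = inhibition above the mean of all tested compounds plus 3 SD, set per screening campaign, cut at about 24% in these data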;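 also: plate controls were DMSO alone for no effect and ferristatin control at 100 nM for full effect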
CTSL1 counter – cathepsin L1 inhibition, PFM18AAP counter-screen; 0.49% of 300,000 active; recombinant F. hepatica cathepsin L1, Z-Leu-Arg-MCA fluorescence; AID 1906; inhibition, % at 5.96 µM;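 active = inhibition above the mean of all tested compounds plus 3 SD, set per screening campaign, cut at about 17% in these data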;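 also: 0% = plate median of test compound wells and 100% = 1 µM Z-Phe-Ala-diazomethylketone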
HCV core dimer – HCV core protein dimerization inhibition | TR-FRET GST/Flag-core106 dimerization, 1536-well | inhibition, % at 5 µM | 0.33% of 300,000 active;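 active = inhibition above the mean of all tested compounds plus 3 SD, set per screening campaign, cut at about 45% in these data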
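Assay system: Tagged HCV core106 pair (GST and Flag) | Buffer or medium: KF-containing HEPES buffer, pH 7.45, DTT, CHAPS, BSA | Also added: Eu donor and XL665 acceptor anti-tag antibodies | Dosing: One concentration, 5 µM, in 0.5% DMSO | Timing: 4 h at 22.5 °C | Technique: TR-FRET 671 and 617 nm emission | Repeats: Singlicate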
EBNA-1 inhibitor – blocks EBNA-1 binding to DNA; EBNA-1 DNA binding, fluorescence polarization; inhibition, % at 14.8 µM; 0.34% of 300,000 active; AID 1950; in the data active = inhibition above about 28%
PREPL inh – inhibitors of human prolyl oligopeptidase-like enzyme PREPL | inhibition, % at 5.96 µM | recombinant PREPL, fluorescence polarization activity-based probe | Q4J6C6 | 0.68% of 320,000 active; in the data active = inhibition above about 43%;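 also: 0% = enzyme with DMSO and 100% = wells lacking enzyme; many of its hits are not listed in these tables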
Target sequence (Q4J6C6 whole entry, looked up): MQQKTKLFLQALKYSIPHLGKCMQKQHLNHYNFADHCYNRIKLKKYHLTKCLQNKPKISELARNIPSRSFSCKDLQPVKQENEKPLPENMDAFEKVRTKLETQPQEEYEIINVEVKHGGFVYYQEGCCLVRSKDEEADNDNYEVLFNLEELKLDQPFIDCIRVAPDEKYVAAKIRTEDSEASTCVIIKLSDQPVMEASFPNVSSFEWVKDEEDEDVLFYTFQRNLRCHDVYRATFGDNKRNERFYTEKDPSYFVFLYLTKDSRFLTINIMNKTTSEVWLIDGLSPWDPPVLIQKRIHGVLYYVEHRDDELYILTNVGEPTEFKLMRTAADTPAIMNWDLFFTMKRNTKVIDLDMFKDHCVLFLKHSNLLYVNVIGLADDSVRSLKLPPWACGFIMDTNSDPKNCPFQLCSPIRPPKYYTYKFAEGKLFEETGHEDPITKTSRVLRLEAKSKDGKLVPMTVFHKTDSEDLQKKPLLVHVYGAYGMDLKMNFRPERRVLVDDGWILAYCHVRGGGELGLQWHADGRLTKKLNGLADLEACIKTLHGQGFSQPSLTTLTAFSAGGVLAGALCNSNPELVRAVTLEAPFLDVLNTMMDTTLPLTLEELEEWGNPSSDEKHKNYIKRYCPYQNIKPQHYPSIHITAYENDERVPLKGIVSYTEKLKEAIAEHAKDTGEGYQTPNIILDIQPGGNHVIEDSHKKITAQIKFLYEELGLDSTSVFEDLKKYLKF
Numbers without * were called inactive; nt = no result given.

SMILES,PP1 inh,PP5 primary,PREPL inh,CTSL1 counter,TPT1 inhibitor,EBNA-1 inhibitor,ZTA DNA inh,Efflux pump inh,HCV core dimer
CS(=O)(=O)NN1C(=O)c2ccccc2NC1c1ccccc1O (centres undefined),-2.5,0.7,-4.2,-3.2,4.2,-2.5,12.1,0.0,-1.8
COC(=O)c1c(-c2ccc(OC)cc2)oc2ccccc12,1.6,0.1,6.2,2.9,-5.8,0.9,5.9,-0.1,-15.2
OC(CNCc1ccc(Cl)cc1)COc1ccccc1 (centres undefined),5.2,1.9,-11.7,-1.2,-4.7,-13.2,-17.8,-0.2,-16.7
CCS(=O)(=O)N1CCN=C1SCc1ccc(F)cc1,-0.8,2.2,2.6,-2.7,-0.1,3.1,-0.1,-0.3,10.2
COc1cccc(C2c3[nH]c4ccccc4c3C[C@H]3C(=O)N(c4ccccc4C(=O)N4CCC[C@H]4C(=O)O)C(=O)N23)c1 (some centres undefined),-1.8,3.6,7.5,-2.0,-4.7,-7.0,10.9,0.1,-2.2
CCN(CC(=O)Nc1ccccc1C(F)(F)F)C(=O)CCSc1ccc(F)cc1,-3.0,1.8,5.9,-5.2,-1.4,-6.3,-17.7,0.1,-1.0
COc1ccc(CCN(Cc2cc3cccc(C)c3[nH]c2=O)C(=O)N2CCCC2)cc1OC,-1.7,2.9,2.2,3.4,0.2,17.5,1.0,0.1,-0.5
COc1ccccc1-c1nnc(SCc2ccccn2)n1C,-2.8,-0.2,6.2,2.4,-3.8,-10.8,-3.5,-0.1,-2.9
COc1ccc(C(=O)NCc2ccccn2)cc1[N+](=O)[O-],2.2,-0.3,2.3,1.8,0.1,-1.5,15.9,-0.1,10.3
COc1ccc(S(=O)(=O)N2CCC(NC(=O)c3ccccc3)CC2)cc1,6.7,-0.1,-5.2,-0.2,3.3,8.1,-5.7,0.0,2.0
COc1ccc(OC)c(C(=O)CSc2nccc(-c3ccc(Br)cc3)n2)c1,1.9,0.8,-2.4,4.8,-1.1,2.7,-1.2,0.1,14.4
O=C(Nc1ccc(F)cc1F)c1ccccc1-c1ccccc1,-1.1,3.6,8.2,-4.2,-1.0,-2.2,-3.6,0.0,-6.0
COC(=O)C(C)N(C(=O)c1cccc(Cl)c1)c1c(C)cccc1C (centres undefined),-3.0,1.5,1.7,2.0,3.4,0.7,6.7,5.1,1.0
N#Cc1nc(-c2ccco2)oc1NCc1cccnc1,-0.3,3.6,9.1,-1.1,-3.5,0.8,-10.3,-0.1,-16.4
CCCCCCSc1cccc(-c2nc3cc(C)ccn3c2NC2CCCCC2)c1,18.8*,3.5,12.1,-0.3,5.6,-4.5,-0.2,0.1,-3.8
Cc1csc(C(C)N(C)C(=O)c2ccc(OC3CCN(Cc4ccccn4)CC3)cc2)n1 (centres undefined),-2.5,3.7,3.4,-0.6,2.4,-10.9,-3.8,0.4,0.9
CC(=O)Nc1cc2c(cc1C(=O)C(C)C)OCCO2,-2.4,5.5,1.8,-2.3,-0.2,4.2,16.8,0.0,6.7
CC(=O)c1cccc(NS(=O)(=O)c2ccc(N/C=C/C(=O)c3ccc(F)cc3)cc2)c1,3.5,4.2,-18.4,6.4,-1.1,3.7,0.1,0.0,19.2
O=c1cc(-c2ccc([N+](=O)[O-])cc2)nc2cc(-c3ccc(F)cc3)[nH]n12,35.3*,-0.1,30.9,5.2,2.1,1.3,-2.2,-0.3,2.4
Cc1ccc(-c2nnc(SCC(=O)N/N=C/c3ccccc3C(=O)O)n2-c2ccc(Cl)cc2)cc1,6.7,3.9,-9.1,1.9,-3.3,8.7,14.3,0.0,15.8
CC1Oc2ccccc2N(CC(=O)c2cccc(Cl)c2)C1=O (centres undefined),-3.0,-0.1,0.3,-0.5,-4.0,3.1,-0.4,-0.1,2.2
C#CCSc1nc(C)cc(C(=O)OCC)c1C#N,-1.9,-0.8,6.0,2.6,-1.2,-4.9,-2.1,0.0,0.6
Cc1onc(-c2ccccc2)c1C(=O)NC(C)CCc1ccccc1 (centres undefined),2.3,1.1,-6.4,-2.1,-1.1,-6.3,-4.6,-0.2,-3.6
Cc1ccccc1CS(=O)(=O)Cc1ccc(C(=O)NCCCN2CC(C)CC(C)C2)o1 (centres undefined),-0.6,-1.4,2.1,-0.4,-2.8,-8.4,5.4,-0.2,-1.7
Cc1ccc(NC(=O)Cn2c(CCC(=O)O)ccc2-c2cccs2)cc1,-9.4,2.3,-4.3,-5.0,5.4,-20.0,8.1,0.9,2.5
CCNC(=S)NNC(=O)c1ccc(OC)cc1,4.3,1.3,10.9,2.0,2.0,-7.9,-2.3,0.1,-14.6
Cc1[nH]c2ccccc2c1/C=N/NC(=O)CNC(=O)c1ccco1,6.8,5.0,-0.6,-1.5,-1.2,3.4,3.2,-0.1,-1.7
Cc1ccc(-c2cc(C(F)(F)F)c(C#N)c(SCC(=O)O)n2)cc1,4.6,1.0,0.6,6.0,0.8,-5.8,-11.5,-0.2,7.5
CC(=O)c1cc(F)c(N2CCN(c3ccc([N+](=O)[O-])cc3F)CC2)cc1C,5.1,2.1,19.8,-3.9,2.0,-1.2,-3.6,0.0,6.7
CN1CCCN(C(=O)c2cc(=O)[nH]c3ccccc23)c2nc3ccccc3nc21,-1.2,1.9,1.7,-0.7,2.6,-5.1,3.4,0.0,-1.2

Results in PP1 inh, HCV core dimer and EBNA-1 inhibitor, for two of the compounds above:
structure | PP1 inh | HCV core dimer | EBNA-1 inhibitor
C#CCSc1nc(C)cc(C(=O)OCC)c1C#N | -1.9 | 0.6 | -4.9
Cc1onc(-c2ccccc2)c1C(=O)NC(C)CCc1ccccc1 (centres undefined) | 2.3 | -3.6 | -6.3

Next section
SMILES,PP1 inh,PP5 primary,PREPL inh,CTSL1 counter,TPT1 inhibitor,EBNA-1 inhibitor,ZTA DNA inh,Efflux pump inh,HCV core dimer
Cc1cc([N+](=O)[O-])nn1CCCC(=O)Nc1ccc(Cl)cc1Cl,-3.6,2.1,0.1,-58.5,-3.4,-12.8,-2.2,0.1,-2.8
CC1(C)OC(=O)C(=CNn2cnc3ccccc3c2=O)C(=O)O1,-0.8,-0.3,-3.4,5.3,-1.1,-1.8,11.1,-0.1,0.4
CCn1cc(CN2CCC(C(=O)Nc3cccc(-c4cccc(OC)c4)c3)CC2)c(C)n1,-1.7,2.4,6.4,-2.2,-4.3,6.3,-3.5,-0.1,-11.5
COc1cc(C2c3c(n[nH]c3C)C(=O)N2c2ccc(C)cc2)ccc1O (centres undefined),-0.6,2.8,-1.5,-1.5,1.2,6.8,-7.9,0.0,0.9
Cc1cc(=O)oc2c(C)c(OCC(=O)c3ccccc3)ccc12,-0.9,-0.8,-8.6,0.1,-4.7,-6.5,-11.3,-0.1,-22.0
Cc1nn(CC(=O)c2ccccc2Cl)c(C)c1[N+](=O)[O-],-0.9,1.4,-3.6,0.9,0.3,1.9,-4.8,-0.3,2.7
CCCc1nc(SCC(=O)Nc2cc(C)on2)c2c(=O)n(C)c(=O)n(C)c2n1,0.3,1.4,6.3,1.7,-3.5,10.8,4.5,-0.1,25.2
Cc1ccc(N=C2NC(=O)c3cccc([N+](=O)[O-])c32)cc1,-1.2,-2.5,2.5,-1.7,-1.7,12.3,1.2,-0.2,1.4
N#Cc1ccc(Cl)cc1NC(=O)COC(=O)c1cccc(S(=O)(=O)N2CCOCC2)c1,-0.9,4.8,11.3,nt,nt,nt,-0.6,0.0,nt
COc1ccccc1CN1CC(C(=O)N2CCC(C(=O)c3ccccc3)CC2)CCC1=O (centres undefined),-6.9,-10.6,19.4,12.0,-5.1,-4.9,-3.4,0.8,-11.7
CCOc1ccc(N(CC)S(=O)(=O)c2cccc3nsnc23)cc1,-7.0,-8.5,3.4,-0.5,-0.7,-21.2,-9.5,0.2,-1.5
CCOC(=O)CC1C(=O)NCCN1C(=O)COc1ccc(C(C)(C)C)cc1 (centres undefined),-0.2,1.9,4.7,-2.0,-1.6,3.4,5.6,0.0,2.8
Cc1ccc(NC(=O)CN(C)C(=O)CNC(=O)c2sc3ccccc3c2Cl)cc1,-4.0,3.6,-12.7,5.6,2.6,5.8,1.4,-0.1,4.2
CC(C)c1ccc(NC(=O)C2CC(=O)N(C(C)C)C2)cc1 (centres undefined),-3.6,-1.2,10.5,2.4,2.9,2.7,1.0,0.0,0.2
Cc1ccc(C(=O)Nc2ccc(N3CCOCC3)nc2)cc1,-2.7,-0.2,4.0,-1.7,-3.5,-4.1,-4.7,0.1,-4.6
Cc1cc(C)n(C(C)Sc2ccccc2)n1 (centres undefined),-0.5,-0.3,-6.8,1.7,0.2,-3.3,-4.1,0.0,4.7
Cc1csc(NC(=O)C2CC(=O)N(c3ccc4c(c3)OCCO4)C2)n1 (centres undefined),-6.0,0.0,-1.7,nt,nt,nt,-11.0,-0.1,nt
Cc1onc(C(=O)Nc2ccc(OC(F)(F)F)cc2)c1[N+](=O)[O-],0.0,1.9,-0.6,2.1,2.1,1.8,-4.8,-0.1,-4.0
CC(Sc1nc(-c2ccccc2)cc(C(F)(F)F)n1)C(=O)N1CCC(C(N)=O)CC1 (centres undefined),-1.6,-1.8,1.1,3.8,0.1,2.7,12.0,0.1,-1.8
Nc1nc(SCCO)[nH]c(=O)c1NC(=O)c1ccco1,-5.4,3.0,5.1,nt,nt,nt,-4.3,0.3,nt
NC1=NC(=O)C(Cc2ccc(OC(F)(F)F)cc2)S1 (centres undefined),0.5,-1.1,4.2,0.0,-4.4,2.7,-1.2,-0.1,-2.4
Cc1nnc(SCC(=O)Nc2cccc(S(=O)(=O)N3CCCCC3)c2)s1,1.9,0.6,26.5,nt,nt,nt,8.8,0.3,nt
CC(C)(C)C(=O)Nc1nnc(SCC(=O)NC2CC2)s1,-0.8,1.7,-4.2,-0.5,0.2,2.2,9.3,-0.1,4.7

Three entries out of the list above, sorted by the number in EBNA-1 inhibitor, high to low:
SMILES	EBNA-1 inhibitor
Cc1ccc(N=C2NC(=O)c3cccc([N+](=O)[O-])c32)cc1	12.3
CCn1cc(CN2CCC(C(=O)Nc3cccc(-c4cccc(OC)c4)c3)CC2)c(C)n1	6.3
NC1=NC(=O)C(Cc2ccc(OC(F)(F)F)cc2)S1 (centres undefined)	2.7

Source: PubChem

Not all compounds are listed, so the mix of outcomes need not match the whole.
